F-actin modifier: cytoskeleton assembly modification; HUVEC TNFa F-actin phalloidin imaging, high content; inhibition, % at 2 µM; 0.18% of 91,000 active; AID 836;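 active = inhibition above the batch mean plus 3 SD and confirmed as a hit by visual image inspection, cut at about 30% in these data, passing the limit was not always enough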; note: strong numbers were not always called active
Smad3 FoxH1 inh: blocks human Smad3 binding to FoxH1 peptide. AID 630. TR-FRET Smad3/Dy647-FoxH1 peptide binding, europium anti-His. P84022. inhibition, % at 25 µM. 0.29% of 88,000 active;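 active = compounds that reduce the energy-transfer binding signal between the protein and its labelled peptide by more than half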;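 note: 0% = Smad3 plus labelled peptide maximal FRET and 100% = peptide-only background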
hDAT+cocaine: modulates human dopamine transporter uptake under cocaine; 1.3% of 110,000 active; LLC-PK1 hDAT cells, [14C]-dopamine uptake with cocaine IC80; actives deviate in either direction; Q01959; B-score at 10 µM; AID 449768;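 active = Z score or B-score, a plate-position-corrected score, falls beyond the plate's 99.7% confidence bounds, in either direction; inactive = both scores lie inside the 99.7% bounds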;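 note: scored against the spread of the other compound wells on the same plate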
MT1-MMP txn act: MT1-MMP promoter transcription activation. AID 750. activation factor at 10 µM. 0.16% of 86,000 active. HT1080 MT1-MMP promoter luciferase reporter, luminescence, overnight; hits give high values;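 active = activation factor of at least 2 for MT1-MMP transcription at 10 µM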
VCAM1 TNFa inh: reduces TNF alpha induced VCAM1 expression in HUVEC | 0.48% of 95,000 active | HUVEC TNFa-induced VCAM-1 immunofluorescence, high-content imaging | inhibition, % at 2 µM;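 active = inhibition above the batch mean plus 3 SD, with images confirmed as a hit by eye, cut at about 37% in these data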;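 note: 0% = TNF-stimulated DMSO wells and 100% = unstimulated control wells; not every result past the cut was called active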
HUVEC tox IL1B: toxic to HUVEC cells under IL-1B stimulation; 0.41% of 94,000 active; AID 845; cell count reduction, % at 2 µM; HUVEC cell count loss, Hoechst imaging, IL-1B stimulated;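 active = cell count reduction more than 3 SD above the screen-wide mean, cut at about 70% in these data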;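 note: normalized per plate to untreated control cells as the no-loss baseline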
Calb biofilm kill: kills Candida albicans biofilms. C. albicans biofilm + clotrimazole, Alamar Blue. inhibition, % at 6 µM. 0.14% of 85,000 active. AID 834;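 active = inhibition above 20%; inactive = inhibition below 20%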;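 note: preformed 24 hr biofilms exposed to compound for 48 hr; 0% = biofilm without compound and 100% = blank killed by clotrimazole plus chlorhexidine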
TNFa cytotox: toxic to HUVEC cells under TNF alpha stimulation | HUVEC TNFalpha-stimulated, Hoechst cell count, imaging | cell count reduction, % at 2 µM | 0.17% of 93,000 active;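 active = cell count reduction exceeding the screen mean by over 5 SD, scaled to untreated wells per plate, cut at about 78% in these data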;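 note: cells counted after 24 h of TNF alpha exposure following the 1 h pretreatment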
LYP inh 2: LYP (human) phosphatase inhibition; Q9Y2R2; recombinant LYP catalytic domain, DiFMUP fluorescence; inhibition, % at 2 µM; 0.21% of 96,000 active; AID 640;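 active = inhibition at 2 µM at or above a set limit, the screen mean plus 3 SD, cut at about 24% in these data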;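 note: 0% = DMSO with enzyme and 100% = enzyme fully blocked by orthovanadate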
Target sequence (Q9Y2R2 whole entry, looked up, the tested form may be a part): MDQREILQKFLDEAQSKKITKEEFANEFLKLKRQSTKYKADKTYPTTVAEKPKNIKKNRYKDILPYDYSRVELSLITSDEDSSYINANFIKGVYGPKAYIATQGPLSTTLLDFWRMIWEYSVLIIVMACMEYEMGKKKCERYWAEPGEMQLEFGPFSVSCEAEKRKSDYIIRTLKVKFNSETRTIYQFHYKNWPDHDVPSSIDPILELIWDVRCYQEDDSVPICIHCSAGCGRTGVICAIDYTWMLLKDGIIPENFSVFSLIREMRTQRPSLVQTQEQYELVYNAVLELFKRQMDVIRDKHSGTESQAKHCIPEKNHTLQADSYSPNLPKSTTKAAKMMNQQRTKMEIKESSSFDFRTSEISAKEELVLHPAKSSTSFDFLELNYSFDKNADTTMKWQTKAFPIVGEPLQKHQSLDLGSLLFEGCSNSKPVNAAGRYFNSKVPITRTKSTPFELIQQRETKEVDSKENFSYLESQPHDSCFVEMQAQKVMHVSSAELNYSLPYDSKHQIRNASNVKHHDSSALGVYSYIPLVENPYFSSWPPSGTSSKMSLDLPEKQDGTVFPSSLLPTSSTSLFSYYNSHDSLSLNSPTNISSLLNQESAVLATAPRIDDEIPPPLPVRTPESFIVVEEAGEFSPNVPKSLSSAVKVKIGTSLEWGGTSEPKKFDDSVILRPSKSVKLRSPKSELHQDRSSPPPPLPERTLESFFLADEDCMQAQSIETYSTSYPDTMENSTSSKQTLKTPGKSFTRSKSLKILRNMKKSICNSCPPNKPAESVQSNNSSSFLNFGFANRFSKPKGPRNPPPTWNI
An asterisk follows results filed as active; . = not tested or not shown; [ ] = dose if it differs, or a comment.

SMILES | F-actin modifier | Smad3 FoxH1 inh | hDAT+cocaine | MT1-MMP txn act | VCAM1 TNFa inh | HUVEC tox IL1B | Calb biofilm kill | TNFa cytotox | LYP inh 2
CN(C)CCCOC(=O)C1c2ccccc2Oc2ccccc21 | 9 | 4 | -0.045 | 1.1 | 4 | -21 | 7 | 9 | 14
O=C(CCCCCn1c(=O)[nH]c2ccsc2c1=O)N1CCN(C2CCCCC2)CC1 | 13 | 0 | -0.11 | 1.2 | 10 | -6 | 14 | -7 | 3
C=C(C)COc1ccc(-c2ncncc2Oc2ccc(OC)cc2)c(O)c1 | 14 | -11 | 0.54 | 1.1 | 9 | -24 | -3 | -28 | -12
COc1ccc(C2=NOC(C(=O)NCc3ccco3)C2)cc1 (stereo unspecified) | -5 | 6 | -0.73 | 1.2 | 10 | 10 | 1 | -8 | -3
CCN1CCN(C(c2cccs2)C(C)NC(=O)c2ccco2)CC1 (stereo unspecified) | . | 0 | -0.65 | 1.1 | . | . | 4 | . | -2
O=C(Nc1nccs1)C1CCCN1S(=O)(=O)c1ccc(F)cc1 (stereo unspecified) | 6 | 3 | 0.6 | 1 | 4 | -8 | 6 | -3 | 0
O=C(OCc1nc2ccccc2s1)[C@@H]1CCCN1S(=O)(=O)c1ccccc1F | 3 | -1 | 1.2 | 1.7 | 9 | -8 | 3 | -7 | -11
CCOC(=O)Cn1c(C(C)=O)nc2ccccc21 | . | 6 | -0.029 | 1.1 | . | . | -1 | . | .
C=C(Cl)COc1ccc2c(CCC)cc(=O)oc2c1 | -17 | 6 | 0.36 | 1 | 13 | 8 | 7 | 1 | -9
Cc1cccc(C)c1NC(=O)COc1cccc(/C=N/NC(=O)C(=O)NCc2ccccc2)c1 | 17 | . | -0.22 | . | -2 | -20 | . | -9 | 2
CCCc1c(C)c2cc(C)ccc2[nH]c1=O | 3 | 6 | 0.48 | 1.1 | -12 | -15 | 9 | -15 | -15
Cc1c(C(=O)NCc2ccccn2)sc2nc(-c3ccc(F)cc3)cn12 | -5 | 3 | -0.21 | 1.1 | 2 | -51 | 0 | -16 | 8
CC1=NN(c2nc(-c3ccccc3)cs2)C(=O)C1 | 12 | . | 0.2 | . | 4 | -35 | . | -16 | 8
CCCCOc1ccc(C(=O)Nc2ccncc2)cc1 | 1 | -2 | -0.84 | 1.5 | 2 | -33 | 7 | 2 | -21
Cc1ccc(S(=O)(=O)C2CCOC2=O)cc1 (stereo unspecified) | 4 | 16 | 0.049 | 1.1 | 6 | -1 | -4 | -5 | 11
CC(Sc1nnc(-c2ccc(Cl)cc2)n1C)C(N)=O (stereo unspecified) | -13 | -3 | -0.038 | 1.1 | 11 | 2 | 2 | 24 | 3
COC(=O)c1cccc(CSc2nnc(-c3ccco3)n2-c2ccccc2)c1 | . | 7 | 0.36 | 1.1 | . | . | 7 | . | .
COc1cc2c(cc1OC)C1C/C(=N\O)C(CC(C)C)CN1CC2 (stereo unspecified) | 23 | 4 | 0.26 | 1.2 | 16 | 1 | 5 | -10 | -7
Cn1c(=O)c2c(ncn2CC(=O)NC(C)(C)C)n(C)c1=O | 7 | 9 | -0.71 | 1.1 | 10 | 12 | 7 | -8 | -8
CCOCC(=O)Nc1cccc(OC)c1 | -7 | 9 | -0.74 | 1.2 | 20 | -13 | 1 | -6 | -11
CCSc1nc2n(n1)C(c1cccc(F)c1)C1=C(CCCC1=O)N2 (stereo unspecified) | -21 | 0 | 0.3 | 1 | 12 | 5 | 2 | -23 | 3
C=CCNc1ncnc2c1cnn2-c1ccc(OC)cc1 | 1 | . | 2 | . | 12 | 11 | . | -34 | -25
CC(=O)NCCC(=O)Nc1sc2c(c1-c1nc3ccccc3[nH]1)CCCC2 | -26 | -37 | -0.53 | 1.2 | 12 | -14 | 4 | -8 | -4
CCOc1ccccc1CNC(=O)CCN1C(=O)COc2ccccc21 | 2 | -9 | 0.95 | 1.2 | 24 | -2 | 8 | 1 | -6
Cc1cc(C)n(C(=O)c2ccc(C)c(S(=O)(=O)N3CCCCC3)c2)n1 | . | 12 | -1.2 | 1 | -3 | 3 | -1 | -20 | 0
Cc1cc(=O)oc2cc(OCC(=O)N3CCOCC3)ccc12 | 18 | 11 | -0.65 | 0.9 | 8 | -3 | 9 | -47 | -3
O=C1CC(N2CCC(O)(c3ccc(Cl)cc3)CC2)C(=O)N1Cc1ccc(N2CCCC2=O)cc1 (stereo unspecified) | 3 | 3 | 0.47 | 1.1 | 5 | 14 | 6 | -24 | 2
CC(=O)c1cccc(NC(=O)CCC2CCCC2)c1 | 17 | 5 | 1.6 | 1.4 | 9 | -13 | 4 | 10 | 5
CCC(C)C(=O)Nc1nc(C)c(-c2csc(Nc3ccccc3OC)n2)s1 (stereo unspecified) | 4 | . | 1.4 | . | 6 | -7 | . | -7 | 5
Clc1ccc(/C=N/c2c(-c3ccco3)nc3ccccn23)cc1 | -12 | -1 | -0.89 | 1.5 | -6 | -121 | 3 | -4 | 10
Cn1c(N)c(C(=O)COC(=O)CCc2c[nH]c3ccccc23)c(=O)n(C)c1=O | 0 | . | 0.057 | . | 12 | -3 | . | -10 | -26
CC(=O)c1ccc(OCC(O)COc2ccc(C(C)=O)cc2)cc1 | -15 | . | 0.25 | 1 | 19 | -10 | . | -24 | -8
COc1ccc(N(C(=O)c2ccccc2OC(C)=O)C(C)C2CC2)cc1 (stereo unspecified) | -9 | 14 | 0.27 | 1 | 13 | -93 | -4 | 4 | 1
CCOC(=O)C(Cc1ccccc1)NC(C)=O (stereo unspecified) | -39 | 10 | -1 | 1 | 30 | 92* | 8 | -4 | 7
O=c1cc(NCCCO)c2ccccc2o1 | -8 | -11 | -0.84 | 1.1 | 14 | 8 | 1 | -13 | 1
O=c1c2c(-c3cccs3)csc2ncn1-c1ccccc1 | -8 | 7 | 2.4 | 1.1 | 4 | 28 | 10 | -36 | 4
Cn1nccc1C(=O)c1ccc(Cl)cc1 | -17 | 5 | -0.8 | 1.1 | -15 | -10 | 10 | 0 | 4
CN(c1ccc(C(=O)NCc2ccco2)cc1)S(C)(=O)=O | 12 | 10 | -0.75 | 1.2 | 2 | -30 | 3 | -29 | -31
Nc1ncnc2c1cnn2-c1ccccc1 | 11 | 27[fluorescence artefact?] | -0.39 | 1.4 | -5 | 0 | 4 | -2 | -5
CC(NC(=O)c1ccc(CS(=O)(=O)c2ccc(Cl)cc2)o1)c1ccc2c(c1)OCCO2 (stereo unspecified) | 2 | 3 | 1.2 | 1.1 | 5 | -13 | -3 | -24 | -6
COc1ccc(OC)c(NC(=O)CSc2nc3cccnc3n2C)c1 | 8 | 2 | 0.0025 | 1 | 18 | -10 | 6 | 12 | -9
COc1ccc2cc(C(=O)NCc3ccco3)c(=Nc3ccc(C(=O)O)cc3)oc2c1 | . | 4 | 1.5 | 1.4 | . | . | -5 | . | .
CC1CN(Cc2nc3c(c(=O)[nH]c(=O)n3C)n2CCCc2ccccc2)CC(C)O1 (stereo unspecified) | 7 | 1[fluorescence artefact?] | 1.2 | 1.2 | -4 | -44 | 1 | 7 | -7
O=C(COC(=O)c1ccc(Br)o1)NCC1CCCO1 (stereo unspecified) | -15 | . | 0.077 | . | 0 | -1 | . | -14 | -6
O=C1CSC(=O)N1CCOCCN1C(=O)CSC1=O | -3 | 2[fluorescence artefact?] | -0.69 | 1.1 | 10 | -4 | -1 | -38 | -8
NC(=O)c1cc(-c2ccccc2)nc(N2CCOCC2)n1 | -4 | 10 | -0.094 | 0.9 | 32 | -8 | 5 | -13 | -1
Cn1c(=O)cc(OCCCC(=O)Nc2cccnc2)c2ccccc21 | 14 | 4[fluorescence artefact?] | -0.19 | 1.3 | 6 | 8 | 8 | 2 | 6
CCc1ccccc1NC(=O)C(C#N)Cc1cccnc1 (stereo unspecified) | 10 | 0 | -0.033 | 1.3 | -3 | 0 | 4 | -6 | 0
CC(=Nc1ccc(C)cc1)c1sc2ccccc2c1O | 11 | -1 | -1.1 | 1.9 | -2 | -8 | 0 | -11 | 2
Cc1cc(C(=O)Nc2ccc3c(c2)OCCO3)co1 | 37 | . | -0.018 | 1.1 | -1 | -22 | . | -20 | -4
Cc1cccc(CSc2nnnn2-c2ccccc2)c1 | 6 | 10 | -0.81 | 1.1 | 1 | -49 | 3 | -12 | -16
Cc1ccc(-n2c(-c3nn(C)c(C)c3Cl)n[nH]c2=S)cc1 | 17 | . | -0.25 | . | -8 | -4 | . | -21 | 0
OC(CSc1c(Cl)cccc1Cl)CN1CCN(c2ccccc2F)CC1 (stereo unspecified) | 1 | . | 0.81 | . | -10 | -2 | . | 2 | -3
C=CCN1C(=O)C(Cc2cccc(Cl)c2)S/C1=N/N=C/c1ccco1 (stereo unspecified) | 40 | . | 0.087 | . | 6 | 0 | . | -39 | 9
c1ccc2c(NC3CCCC3)nnc(NC3CCCC3)c2c1 | -28 | -3 | -1.7 | 1.1 | 7 | -7 | 2 | 1 | 0
Cc1ccccc1CN1C2=NCCN2c2ccccc21 | -19 | 10 | -0.87 | 1 | 7 | 20 | 7 | 0 | 8
Cc1noc(C)c1Cc1ccc(O)cc1 | -4 | . | -0.44 | . | -12 | -3 | . | 11 | 0
CCC(=O)Nc1nc(C)c(C(=O)N2CCCCC2)s1 | 14 | -20 | 0.21 | 0.9 | 17 | . | 3 | -29 | -1
COc1cc(S(=O)(=O)n2ccc(C)n2)c(OC)cc1Cl | 16 | 2 | -0.03 | 1.2 | 0 | -15 | 3 | -20 | 0
CCCn1c(SCC(=O)Nc2ccccc2C(=O)OC)nc2c1c(=O)n(C)c(=O)n2C | -5 | 2 | -0.42 | 1.1 | -10 | -18 | 11 | 1 | 5

Three entries from above, arranged by the value under Smad3 FoxH1 inh, descending:
| canonical_smiles | Smad3 FoxH1 inh |
| --- | --- |
| COc1cc(S(=O)(=O)n2ccc(C)n2)c(OC)cc1Cl | 2 |
| c1ccc2c(NC3CCCC3)nnc(NC3CCCC3)c2c1 | -3 |
| CCC(=O)Nc1nc(C)c(C(=O)N2CCCCC2)s1 | -20 |

Next part:
SMILES | F-actin modifier | Smad3 FoxH1 inh | hDAT+cocaine | MT1-MMP txn act | VCAM1 TNFa inh | HUVEC tox IL1B | Calb biofilm kill | TNFa cytotox | LYP inh 2
COC(=O)c1ccc(Nc2nc(C)cc(C)n2)cc1 | -4 | -3 | 0.0049 | 1.1 | 2 | 6 | -5 | -8 | 4
O=C(NNC1=C(C(=O)C(F)(F)F)CCC1)c1ccc(Cl)cc1 | -4 | 10 | -0.66 | 1.2 | 10 | -3 | 8 | -1 | -40
COc1ccccc1NC(=O)CN1CCC(n2c(C)nc3cc(F)ccc32)CC1 | -30 | 1 | 2.5 | 1.2 | 34 | -5 | 7 | -11 | -4
CCOC(=O)N1CCN(C(=S)Nc2cccc(C)c2)CC1 | -10 | . | 0.4 | . | -1 | -18 | . | 5 | -2
O=[N+]([O-])c1ccc(N2CCN(S(=O)(=O)Cc3ccccc3)CC2)cc1N1CCOCC1 | 18 | . | 0.23 | . | 10 | -32 | . | -32 | 0
COc1ccc(C(=O)NC(C)c2nnc(SCC(=O)Nc3nc(C)cs3)n2C)cc1 (stereo unspecified) | -3 | -21 | -0.44 | 1 | 16 | 9 | -2 | 2 | -2
CCc1ccccc1NC(=O)CSc1nnc([C@@H](NC(=O)OC(C)(C)C)C(C)C)o1 | 30 | 9 | -0.79 | 1.1 | 12 | -12 | 4 | -40 | -3

Assay outcomes as filed in PubChem.

A portion of the library. The share of hits here may be higher or lower than overall.
